# MRP resist rev: MRP-mediated drug resistance reversal. AID 602. H69AR cells + 2 uM doxorubicin, CellTiter-Glo, 72 h. differential viability (reversal), % at 10 µM. 85,000 compounds, 0.04% hits;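 active = viability drop by adding the cancer drug above about 55%, with treated viability meeting a 40% cutoff, limit read from the data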;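 note: viability without doxorubicin minus viability with 2 µM doxorubicin for each compound; larger differential means the compound sensitizes cells more to doxorubicin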
# IL1B NFkB inh: blocks IL-1B driven NFkB nuclear translocation in HUVEC cells. HUVEC IL-1B NFkB p65 nuclear translocation imaging. inhibition, % at 2 µM. 94,000 compounds, 0.43% hits. AID 796;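 active = inhibition above about 30% together with a positive call from visual inspection of the well image, limit read from the data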;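 note: nuclear over cytoplasmic p65 intensity ratio measured by imaging; 0% = IL-1B stimulated DMSO wells and 100% = unstimulated DMSO wells; values of inactives mirror those of a sister screen read the other way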
# NFkB transloc pot: enhances IL-1B driven NFkB nuclear translocation. 94,000 compounds, 0.3% hits. HUVEC IL-1B NFkB p65 nuclear translocation imaging. AID 819. activation, % at 2 µM;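 active = activation above 40%, about the mean plus 3 SD, also judged a hit on visual image review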;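 note: percent activation is computed from the nuclear over cytoplasmic p65 intensity ratio; values of inactives mirror those of a sister screen read the other way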
# PLAP inhibition: PLAP enzyme inhibitors, biochemical, luminescence, HTS (AID 690); purified PLAP, luminescent substrate; higher % means a stronger effect; one-dose inhibition, % at 20 µM; IC50 in µM for titrated hits; 96,000 compounds, 0.08% hits; in the data active = a potency from the dose series; inactive = the rest, 99 in 100 with inhibition below about 30%; note: strong numbers were not always called active
# Bcl-B displacement: displacers of TR3 peptide from Bcl-B, primary screen, selectivity assay for Bfl-1 inhibitor project, biochemical, fluorescence polarization | FP displacement of FITC-TR3 peptide from Bcl-B; higher % means a stronger effect | one-dose displacement, % at 20 µM; IC50 in µM for titrated hits | 96,000 compounds, 0.11% hits;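 active = displacement above 50% at 20 µM plus a fluorescence interference ratio under 1.5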;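 note: plate controls were wells without compound for no effect and wells lacking Bcl-B protein for full effect; a part of the inactive calls stands beside numbers as strong as those of hits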
# MRP resist rev cytotoxicity: further read-out of MRP resist rev, marked with its call; viability, %; H69AR cells, CellTiter-Glo, 72 h; measured here: cytotoxicity without doxorubicin
# MRP resist rev with doxorubicin: recorded beside MRP resist rev, whose call it bears; viability, %; measured here: viability with 2 uM doxorubicin; active compounds read low
# IL1B NFkB inh cell count 2 µM: also measured in IL1B NFkB inh; calls as there; cell count; measured here: cells passing quality filter;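 raw number of nuclei counted in each imaged well without normalization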
# NFkB transloc pot cell count 2 µM: also measured in NFkB transloc pot; calls as there; cell count; measured here: cells passing quality filter
# * = called active by the depositor; . = not tested or not shown. These rows are one share of the data, so the mix of outcomes need not match the whole.
structure,NFkB transloc pot,Bcl-B displacement,IL1B NFkB inh,PLAP inhibition,NFkB transloc pot cell count 2 µM,MRP resist rev,IL1B NFkB inh cell count 2 µM,MRP resist rev cytotoxicity,MRP resist rev with doxorubicin
COC(=O)NC(=S)Nc1ccc(Oc2ccc(Cl)cc2)c(Cl)c1,2,9%,-4,-10%,74,-1,180,48,49
Cc1ccc(CS(=O)(=O)CCC(=O)NCc2ccccn2)cc1,37,2%,-37,0%,124,-5,124,93,98
Cc1ccc(OCC(=O)Nc2cccc(O)c2)cc1C,-1,-9%,2,-6%,139,5,139,86,81
COc1ccccc1N1CCN(C(=O)CC2NC3CCCCC3NC2=O)CC1 (stereo not given),6,2%,-6,0%,165,1,165,93,91
CCOc1ccc(C(=O)Nc2ccc(N3CCCC3)cc2)cc1,1,36%,-1,-31%,167,.,167,.,.
CC1=C(C(=O)OCCOC(C)C)C(c2cc3c(cc2Br)OCO3)C2=C(CCCC2=O)N1 (stereo not given),12,3%,-12,-53%,180,4,180,79,75
Cc1nn(Cc2ccc(Cl)cc2Cl)c(C)c1NC(=O)c1nn(C)cc1Cl,1,3%,-1,-10%,176,-5,176,86,91
O=S(=O)(Nc1nc2ccccc2nc1Nc1ccc2c(c1)OCCO2)c1cccs1,.,-53%,.,-50%,.,3,.,78,76
CCOC(=O)c1sc2nc(CC(=O)OC)nc(NCc3ccc(F)cc3)c2c1C,-8,0%,8,5%,131,0,131,69,70
O=S(=O)(Nc1ccc(Cc2ccncc2)cc1)c1cccs1,8,1%,-8,-6%,115,.,115,.,.
CCn1cc(/C=N/O)c(C)n1,.,-1%,.,-8%,.,3,.,104,102
Cc1ccc2[nH]c3c(=O)n(CCCN4CCN(C)CC4)cnc3c2c1,.,-15%,.,18%,.,1,.,87,86
Cc1nc(SCC(=O)CC(=O)OC(C)C)c(C#N)c(C)c1C,-8,0%,8,27%,104,.,104,.,.
O=C1CCCc2c1nc(-c1ccccc1)n2O,6,-10%,-6,-5%,146,-19,146,73,93
O=c1oc2ccccc2n1CCn1c2ccccc2c2nc3ccccc3nc21,20,3%,-20,16%,185,-13,185,43,56
O=C(Nc1ccc(Nc2ccccc2)cc1)c1ccco1,8,4%,-8,16%,215,-14,215,51,65
CC(C)CCNC(=O)NC(=O)CSc1nnc(-c2ccccc2Br)o1,-11,-1%,11,-5%,153,1,153,98,97
COc1ccc(-c2nnc3ccc(SCC(N)=O)nn23)cc1OC,2,-8%,-2,16%,94,19,94,103,84
Cc1nnc(N2CCOCC2)c2ccccc12,-7,-9%,7,15%,100,11,100,108,97
CCOc1ccc(-c2nnc3sc(COc4ccccc4)nn23)cc1,11,3%,-11,8%,140,4,140,97,93
Nc1c(S(=O)(=O)c2ccccc2)c2nc3ccccc3nc2n1Cc1ccco1,15,39%,-16,9%,126,19,126,103,84
CCc1c(C)nc2ncnn2c1N1CCC(C(=O)N2CCN(c3ccc(F)cc3)CC2)CC1,-6,5%,6,-65%,97,20,97,100,81
CCOc1ccc(NC(=O)CN2CCN(CC(=O)Nc3ccc4c(c3)OCCO4)CC2)cc1,.,-8%,.,-11%,.,14,.,88,74
CCc1c(C)nc2c(C#N)c(C)[nH]n2c1=O,1,2%,-2,2%,105,4,105,100,97
CCOC(=O)N1CCN(C(=O)c2ccc3c(=O)n(Cc4ccccc4)c(=S)[nH]c3c2)CC1,19,-2%,-19,-25%,152,-22,152,42,63
CN(C)/C=N/c1c(C#N)cnn1-c1ccccc1,12,9%,-12,16%,139,16,139,104,88
COc1cc2c(cc1O)C(SC)=NC(C)(C)C2,18,.,-18,.,157,.,157,.,.
Cc1cc(C(=O)N(C)C)sc1-c1ccccc1,-7,.,7,.,68,13,68,106,93
CC(=O)Nc1ccc(S(=O)(=O)N(C2=NCC(C)S2)c2ccccc2)cc1 (stereo not given),7,.,-6,.,91,20,91,100,81
COC(=O)c1ccc(NC(=O)Nc2ccc(F)cc2)cc1,.,-10%,.,22%,.,-4,.,89,93
C=CCOC(=O)C1CC=CCC1C(=O)Oc1ccc(F)cc1F (stereo not given),13,4%,-13,-28%,187,11,187,92,82
CC1(NC(=O)COc2ccccc2-c2ccccc2)CCS(=O)(=O)C1 (stereo not given),2,-10%,-2,14%,158,.,158,.,.

# Arranged by the number under NFkB transloc pot cell count 2 µM (falling): 3 from the list above.
compound	NFkB transloc pot	Bcl-B displacement	PLAP inhibition	NFkB transloc pot cell count 2 µM
O=c1oc2ccccc2n1CCn1c2ccccc2c2nc3ccccc3nc21	20	3%	16%	185
CN(C)/C=N/c1c(C#N)cnn1-c1ccccc1	12	9%	16%	139
CCc1c(C)nc2c(C#N)c(C)[nH]n2c1=O	1	2%	2%	105

# Going on with the list:
structure,NFkB transloc pot,Bcl-B displacement,IL1B NFkB inh,PLAP inhibition,NFkB transloc pot cell count 2 µM,MRP resist rev,IL1B NFkB inh cell count 2 µM,MRP resist rev cytotoxicity,MRP resist rev with doxorubicin
CCOc1ccc(N(CC(=O)NC2CCCC2)C(=O)CCCC(=O)Nc2ccccn2)cc1,0,0%,0,-36%,141,21,141,96,75
CCN(CC)S(=O)(=O)c1ccc(NC(=O)c2ccccn2)cc1,7,11%,-6,14%,93,15,93,102,87
CCC(=O)c1cc2c(cc1NC(=O)c1ccccc1)OCCO2,3,2%,-3,14%,187,-10,187,82,92
Cc1ccsc1/C=N/n1cnc2sc(C)c(C)c2c1=O,11,-10%,-11,4%,153,-4,153,99,103
Cc1ccc(C(CCN)c2ccco2)cc1 (stereo not given),15,-12%,-15,9%,114,-8,114,84,93
Cc1nccc2[nH]c(=O)c(C(=O)NCCCN(C)C3CCCCC3)cc12,.,-3%,.,-24%,.,18,.,99,81
CC(C)CCn1c(SCC#N)nc2c(sc3ccccc32)c1=O,20,.,-20,.,170,-6,170,83,89
COC(=O)C(NNc1ccccc1)(NC(=O)c1cccc(F)c1)C(F)(F)F (stereo not given),-18,2%,18,4%,179,.,179,.,.
CN(C)c1nc(N/N=C\c2ccc(Cl)c([N+](=O)[O-])c2)nc(Nc2ccc(F)cc2)n1,19,.,-19,.,118,-17,118,66,83
O=C(NC1CCCCC1)C1CCN(S(=O)(=O)c2cccc3cccnc23)CC1,-20,4%,20,-23%,66,-14,66,100,114
CCCC(NC(=O)c1ccccc1)c1nc2ccccc2n1Cc1ccc(C(=O)OC)o1 (stereo not given),7,-3%,-7,-17%,114,-2,114,82,85
Cc1cccc(OCc2n[nH]c(=S)n2C2CCCCC2)c1,24,.,-24,.,116,-7,116,22,29
CC(=O)N(C)C1=C(O)c2ccccc2C(=O)C1=O,-1,2%,1,-4%,93,.,93,.,.
COCc1cc(Sc2c(Cl)cccc2Cl)nc(-c2ccccc2)n1,7,3%,-7,14%,21,.,21,.,.
O=C(O)CCN(CCC(=O)O)S(=O)(=O)c1ccccc1,16,10%,-16,1%,165,0,165,86,86
O=C(OC(C(=O)NCC1CCCO1)c1ccccc1F)c1ccco1 (stereo not given),19,11%,-20,24%,190,8,190,93,84
CCCCOCCCNC(=O)c1ccc(OCC)cc1,22,-13%,-22,6%,192,-6,192,98,104
CCCn1c(C)cc(/C=C(\C#N)C(=O)OCC(=O)NC(=O)NC(C)(C)C)c1C,-4,4%,4,-8%,202,14,202,103,89
O=c1c2ccccc2nc(SCc2cn3ccsc3n2)n1-c1ccccc1F,0,-10%,0,-50%,116,0,116,69,68
O=C(CN(C1CC1)S(=O)(=O)c1ccc(S(=O)(=O)N2CCCCCC2)cc1)Nc1ccccc1,18,-9%,-18,27%,178,-10,178,37,47
Cc1cc(OCCOc2cccc3cccnc23)c(C)cc1Cl,4,-13%,-4,-10%,144,7,144,91,84
CC1CCCCN1C(=O)Cn1c(=O)n(CCC(=O)NCc2ccco2)c(=O)c2sccc21 (stereo not given),9,-11%,-9,1%,203,.,203,.,.
Cc1cccc(NC(=O)C2(c3ccc([N+](=O)[O-])cc3)CCCC2)c1,5,6%,-5,8%,153,.,153,.,.
COc1cccc(OC)c1C(=O)N1CCN(c2ccccn2)CC1,1,-7%,-1,-25%,167,-20,167,74,94
N#CC1(C#N)COC23CCCCC2C1(C#N)C(=N)O3 (stereo not given),7,-9%,-7,5%,155,6,155,8,2
COc1ccccc1NC(=O)CSc1nc(O)c(Cc2ccccc2)c(=O)[nH]1,-20,-7%,20,24%,148,0,148,106,105
CCOC(=O)CN1CC23C=CC(O2)C(C(=O)N2CCN(c4ccc(F)cc4)CC2)C3C1=O (stereo not given),.,0%,.,-15%,.,24,.,105,81
Cc1ccc(NCc2nnc(SCC(=O)c3ccccc3)n2Cc2ccco2)c(C)c1,9,-58%,-9,-44%,111,2,111,82,79
COC(=O)c1ccc(NC(=O)N2CCC(O)(c3cccnc3)CC2)cc1,1,-3%,-1,-9%,144,-7,144,88,95
COc1cc(CN2CC(C)OC(C)C2)cc(OC)c1 (stereo not given),15,.,-15,.,122,-5,122,101,106
CN(C)c1ccnc(N(Cc2ccccc2)Cc2ccccc2)c1C#N,-3,-6%,3,7%,176,17,176,97,80
CC(C)OC(=O)CSc1nnc(-c2ccco2)n1N,-9,-2%,9,-7%,172,6,172,95,88
CC(C)(C)C(=O)NC1CCN(S(=O)(=O)c2ccccc2F)CC1,37,-4%,-37,-12%,101,-6,101,89,95
COc1ccc(NC(=O)C2CCN(C(=O)NCc3ccccc3)CC2)cc1,22,-3%,-22,-3%,96,15,96,102,87
Cc1nn(-c2ncc(C(F)(F)F)cc2Cl)c(=O)n1-c1ccccc1,6,-1%,-6,-6%,189,0,189,104,104
Cc1cc(C)nc(Nc2n[nH]c(-c3cccc4ccccc34)n2)n1,-12,6%,12,-93%,155,-37,155,67,104
Cc1cccc(C)c1N1CC(=O)N(c2c(C)cccc2C)CC1=O,2,1%,-2,17%,168,-1,168,85,87
O=c1[nH]c2c(c3c1CCCC3)CCCC2,4,-13%,-4,11%,106,-3,106,86,88
C/C(=N\NC(=O)C(NC(=O)c1ccccc1)C(C)C)c1ccccc1 (stereo not given),-3,0%,3,-19%,146,.,146,.,.
COC(=O)CN(C#N)c1nc(OC)nc(N(C)C)n1,-9,-4%,9,8%,178,-11,178,91,102
COc1ccc(C(=O)C(C)N(C(=O)c2ccc(Cl)cc2Cl)N2C(=O)C3C4C=CC(C4)C3C2=O)cc1 (stereo not given),-4,-19%,4,-12%,164,.,164,.,.
O=C(CN(Cc1ccccc1)S(=O)(=O)c1ccccc1)N/N=C/c1ccc2c(c1)OCO2,2,-8%,-2,-26%,141,.,141,.,.
Oc1ccccc1/C=N/n1c(-c2cccs2)n[nH]c1=S,-6,-15%,6,2%,79,.,79,.,.
Cc1ccc(-c2nn(C)c(=O)c3ccccc23)cc1CNC(=O)CSc1nc2ccccc2o1,9,-21%,-9,14%,116,5,116,76,71
Cc1ccc(S(=O)(=O)NC(C)C(c2cccs2)N2CCN(C)CC2)cc1 (stereo not given),12,.,-12,.,129,26,129,91,65
Cc1c(NC(=O)c2cc(-n3cnnc3)ccc2Cl)cccc1-c1nc2ccccc2s1,2,0%,-2,-35%,125,.,125,.,.
COc1ccc(N2CCN(C(=O)CSc3ncnc4scc(-c5ccc(C)cc5)c34)CC2)cc1,-2,.,2,.,143,.,143,.,.
CCCOc1ccc(CCN2CCC(=O)NC2=O)cc1C,31,-4%,-32,-12%,126,.,126,.,.
Cc1ccc(NC2=CC(=O)OC(C)C2)cc1 (stereo not given),3,2%,-3,-54%,171,.,171,.,.
